Compound activity as filed in PubChem BioAssay.
BaF3 tox: parental Ba/F3 viability inhibition as JAK2V617F counter-screen | CellTiter-Glo ATP luminescence | inhibition, % at 5.6 µM | 1.1% of 220,000 active | AID 1486;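 active = inhibition above a per-campaign cutoff, the mean inhibition of all tested compounds plus 3 SD, cut at about 27% in these data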;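 note: 0% = DMSO wells and 100% = JAK Inhibitor I control wells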
TRPN1 ag: activates the zebrafish TRPN1 channel. activation, % at 3 µM. 0.18% of 220,000 active. HEK293 zebrafish TRPN1-YFP, Fluo-8 calcium fluorescence; 100% = response to 87 µM carbachol;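 active = activation above its plate's cutoff, the mean activation of test wells on that plate plus 3 SD, cut at about 19% in these data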;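 note: 0% = DMSO alone and 100% = 87 µM carbachol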
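Assay system: Zebrafish TRPN1-YFP in HEK293 cells | Incubation: Dye loading 1 h at 37 °C, then 30 min room temperature | Measured by: Kinetic Fluo-8 fluorescence, ex 470-495, em 515-575 nm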
Ba/F3 V617F tox: lowers viability of Ba/F3 cells expressing EpoR and JAK2V617F | ATP luminescence | inhibition, % at 5.6 µM | 1.1% of 220,000 active | AID 1446;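 active = inhibition above the campaign mean plus 3 SD over all tested compounds, cut at about 24% in these data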;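 note: cytokine-independent growth of Ba/F3 cells driven by EpoR plus mutant JAK2; 0% = DMSO-treated cells and 100% = JAK inhibitor I control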
TRPML3 agonist: human mucolipin-3 channel agonism | activation, % at 3 µM | AID 1448 | HEK293 TRPML3-YFP, Fluo-8 calcium fluorescence; 100% = the carbachol control signal | 0.29% of 220,000 active | Q8TDD5;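 active = activation above its plate's cutoff, the mean activation of the plate's test wells plus 3 SD, cut at about 12% in these data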;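 note: 0% = DMSO only wells and 100% = carbachol wells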
Target sequence (Q8TDD5 whole entry, looked up): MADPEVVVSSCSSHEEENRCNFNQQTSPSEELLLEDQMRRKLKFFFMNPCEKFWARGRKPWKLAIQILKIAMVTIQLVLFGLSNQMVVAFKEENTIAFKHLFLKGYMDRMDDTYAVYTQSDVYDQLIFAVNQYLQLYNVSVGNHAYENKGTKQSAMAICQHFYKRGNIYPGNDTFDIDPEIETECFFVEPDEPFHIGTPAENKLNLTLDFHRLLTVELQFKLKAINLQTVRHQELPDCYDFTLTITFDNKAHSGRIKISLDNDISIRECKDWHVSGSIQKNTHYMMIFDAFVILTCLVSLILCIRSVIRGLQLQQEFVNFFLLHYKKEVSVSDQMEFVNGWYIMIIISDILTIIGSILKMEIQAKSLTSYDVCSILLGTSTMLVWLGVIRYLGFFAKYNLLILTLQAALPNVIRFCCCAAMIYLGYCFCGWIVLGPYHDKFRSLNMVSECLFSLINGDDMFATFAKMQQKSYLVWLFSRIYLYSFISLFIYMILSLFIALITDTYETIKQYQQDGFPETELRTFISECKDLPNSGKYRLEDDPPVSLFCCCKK
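Test system: HEK293 cells stably carrying human TRPML3-YFP; Doses: single dose, 3 µM final nominal compound, 0.3% DMSO final; Schedule: dye loading 1 h 37 °C then 30 min ambient, 125 s read; Technique: Fluo-8 calcium fluorescence; Benchmarks: high control carbachol 87 µM, low control DMSO.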
Calpain2 inh: blocks pig calpain II enzyme activity; purified calpain II, fluorogenic peptide substrate, 30 min; inhibition, % at 16 µM; 0.37% of 220,000 active; AID 1236;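 active = inhibition above about 50%, limit read from the data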
EP2 modulator: modulators of human EP2 prostaglandin E2 receptor; P43116; EP2-expressing cells, cAMP HTRF FRET, PGE2 co-stimulation; induction, % at 25 µM; 0.83% of 260,000 active; AID 940;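 active = compounds whose cAMP rise, as percent of the full-agonist control response, exceeds 60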;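 note: rat C6 glioma line stably carrying human EP2 under a CMV promoter; the protocol text gives 20 µM as final concentration; 100% = response of wells given 1 µM PGE2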
Target sequence (P43116 whole entry, looked up): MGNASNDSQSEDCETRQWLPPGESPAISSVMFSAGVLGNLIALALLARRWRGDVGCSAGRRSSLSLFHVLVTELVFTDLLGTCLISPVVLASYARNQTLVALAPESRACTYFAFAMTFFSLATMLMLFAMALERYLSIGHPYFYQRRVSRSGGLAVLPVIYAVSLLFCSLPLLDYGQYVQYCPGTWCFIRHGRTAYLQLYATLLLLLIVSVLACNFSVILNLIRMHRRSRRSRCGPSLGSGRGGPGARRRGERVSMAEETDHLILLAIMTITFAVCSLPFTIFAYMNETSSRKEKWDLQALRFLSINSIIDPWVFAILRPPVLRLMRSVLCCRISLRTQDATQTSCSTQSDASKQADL
S1P4 antagonist: antagonists of human S1P4 receptor; inhibition, % at 4.98 µM; S1P4-expressing cells, antagonist mode, reporter read-out; 0.26% of 220,000 active; in the data active = inhibition above about 29%;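 note: 0% = wells stimulated with agonist and 100% = vehicle wells without agonist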
S1P4 agonist: human S1P4 receptor agonism | S1P4-expressing cell line, agonist reporter assay | O95977 | 0.35% of 220,000 active | activation, % at 4.98 µM; in the data active = activation above about 11%;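 note: 0% = DMSO vehicle and 100% = reference agonist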
PERK inhibitor: blocks human PERK kinase; inhibition, % at 5.6 µM; CHO PERK-DD fusion, SEAP luminescence translation reporter; 0.17% of 220,000 active;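 active = inhibition above the mean inhibition of all tested compounds plus 3 SD, set separately per screening campaign, cut at about 2.9% in these data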;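 note: PERK kinase domain activated by AP20187 dimerizer at 100 nM; 0% = DMSO with dimerizer and 100% = rapamycin at 8.4 µM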
Starred values were filed as active, the others as inactive. Rows are unselected, and some 3.6% of all compounds hit somewhere here.

SMILES	BaF3 tox	TRPN1 ag	Ba/F3 V617F tox	TRPML3 agonist	Calpain2 inh	EP2 modulator	S1P4 antagonist	S1P4 agonist	PERK inhibitor
N#CC1=C(N)Oc2ccccc2C12C(=O)Nc1n[nH]c(-c3ccccc3)c12 (stereo not given)	2	-1.4	-2	0.2	-29	1	2	0.8	0.3
COc1ccc2c(c1)O[C@H](c1ccc3c(c1)OCO3)[C@@H](OC(=O)Nc1cc(OC)c(OC)c(OC)c1)C2=O	5	-1.0	4	-0.8	-26	-18	2	-2.5	-1.1
Cc1ccc(C)c(S(=O)(=O)N2CCN(C(C(=O)Nc3ccc(F)cc3)c3ccccc3)CC2)c1 (stereo not given)	3	1.8	-2	0.7	-36	-1	-5	-0.6	0.4
O=C(COC(=O)CCSc1ccc(Cl)cc1)NCCc1ccccc1	8	-0.4	0	-0.5	2	23	-1	0.0	0.4
Cc1nnc(SCc2cc(=O)[nH]c(Nc3nc(C)c4cc(C)c(C)cc4n3)n2)s1	-1	0.6	2	1.0	-31	-5	5	-0.7	-0.1
CCSc1nc(=O)n(-c2ccccc2)c(C)c1C(C)=S	2	0.0	-5	0.3	-13	20	-17	-1.4	0.4
CCOC(=O)c1cc(C)sc1/N=C/C1=C(O)CCCC1=O	5	0.7	-2	0.3	3	10	-34	-1.3	-1.2
Cc1c(N)cccc1-n1cccc1	1	-0.2	-2	0.2	-2	24	-15	-0.3	0.7
CCOc1ccccc1CNC(=O)C1CCC(=O)N1C(C)C (stereo not given)	9	-0.3	-4	0.1	-22	34	-2	-1.1	0.9
CCC(=O)N1CCn2c1nc1ccccc12	1	1.8	-2	0.5	-24	40	-13	-1.9	-0.4
CC(=O)c1cc(F)c(N2CCN(CCC#N)CC2)cc1C	2	-0.3	-4	0.6	-6	0	-2	0.1	0.6
N#Cc1ccc(-c2ccc(F)cc2)nc1Sc1ccccc1	0	1.0	-2	0.6	-10	23	-30	1.9	0.7
CCCCNC(=O)C(C#N)c1nc2ccccc2nc1N1CCCC1 (stereo not given)	1	-1.0	-5	0.2	-224	13	0	-0.4	0.4
Cc1occc1-c1nnc(SCC(=O)c2ccc(F)cc2)o1	11	-2.2	4	-1.7	8	15	-12	1.0	1.1
Cc1ccc(-n2c(C)c([N+](=O)[O-])c3ccc(O)cc32)cc1	-1	-2.4	-1	0.8	3	-9	-15	3.4	0.9
O=C(CSc1ncn[nH]1)Nc1ccc(OCc2ccccc2)cc1	3	0.5	-6	0.2	-4	-28	-4	-0.5	1.0
CC(c1ccco1)N(C(=O)c1cccs1)c1ccccn1 (stereo not given)	-1	0.9	1	0.3	-20	15	16	-0.9	1.4
Cc1cccc(C)c1NC(=S)Nc1ccc(Cl)c(Cl)c1	5	5.2	0	3.3	16	-72	-3	1.2	-0.6
O=C(NCCCN1CCOCC1)C1(c2ccccc2)CCCC1	4	1.2	2	0.4	19	-5	-11	1.3	0.6
COc1ccc(C2C(CC(=O)O)=C(Nc3ccccc3)C(=O)N2c2ccccc2)cc1 (stereo not given)	4	-0.9	-1	0.5	-46	14	-6	0.3	-0.1

Four entries already listed, sorted by their value in S1P4 antagonist, high to low:
| SMILES | TRPML3 agonist | Calpain2 inh | EP2 modulator | S1P4 antagonist | S1P4 agonist | PERK inhibitor |
| --- | --- | --- | --- | --- | --- | --- |
| CC(c1ccco1)N(C(=O)c1cccs1)c1ccccn1 (stereo not given) | 0.3 | -20 | 15 | 16 | -0.9 | 1.4 |
| COc1ccc2c(c1)O[C@H](c1ccc3c(c1)OCO3)[C@@H](OC(=O)Nc1cc(OC)c(OC)c(OC)c1)C2=O | -0.8 | -26 | -18 | 2 | -2.5 | -1.1 |
| O=C(COC(=O)CCSc1ccc(Cl)cc1)NCCc1ccccc1 | -0.5 | 2 | 23 | -1 | 0.0 | 0.4 |
| Cc1cccc(C)c1NC(=S)Nc1ccc(Cl)c(Cl)c1 | 3.3 | 16 | -72 | -3 | 1.2 | -0.6 |

Returning to the listing, repeating the 2 entries before the break.
SMILES	BaF3 tox	TRPN1 ag	Ba/F3 V617F tox	TRPML3 agonist	Calpain2 inh	EP2 modulator	S1P4 antagonist	S1P4 agonist	PERK inhibitor
O=C(NCCCN1CCOCC1)C1(c2ccccc2)CCCC1	4	1.2	2	0.4	19	-5	-11	1.3	0.6
COc1ccc(C2C(CC(=O)O)=C(Nc3ccccc3)C(=O)N2c2ccccc2)cc1 (stereo not given)	4	-0.9	-1	0.5	-46	14	-6	0.3	-0.1
CCOc1ccc(NC(=O)c2ccco2)cc1	3	0.6	-2	-0.6	5	11	-13	1.1	0.2
CCn1nnc(NC(=O)c2cccc(-c3cc4ccccc4oc3=O)c2)n1	4	-2.1	-2	-0.9	-146	-20	-18	1.6	-0.4
COCCNC(=O)C(=O)Nc1ccc(Cl)cc1C	6	0.5	0	-0.2	-2	7	-5	0.1	0.4
COC(=O)c1cc(C(=O)c2cc(F)ccc2O)cn2c(=O)c3c(C)c(C)sc3nc12	-1	0.1	0	0.4	-27	-4	8	0.8	1.0
Cc1cccc(OCCSc2nnc(-c3ccoc3C)n2C)c1	1	-1.1	-5	-0.2	-14	4	7	0.6	0.6
c1ccc(OCc2nc3ccccc3s2)cc1	4	-1.0	2	1.2	8	9	-11	-3.3	0.5
COc1ccc(CCNC(=O)c2ccc(N(C)S(=O)(=O)c3ccc(C)cc3)cc2)cc1OC	9	0.2	5	0.1	29	-94	10	1.4	-0.2
Cc1noc(C)c1S(=O)(=O)N1CCC(C(=O)N2CCC(C)CC2)CC1	5	0.6	1	0.4	7	21	-9	-2.5	-0.3
C=CCOC(=O)C1=C(C)N=C2SCCC(=O)N2C1c1cccs1 (stereo not given)	7	-2.2	-3	-1.1	13	33	-11	0.0	-0.3
Cc1nc2c(-c3ccccc3)c(C)nn2c(C)c1CCC(=O)O	4	0.2	0	0.6	-10	-2	-22	0.2	0.0
O=C(O)C1CCCCN1S(=O)(=O)c1ccc2ccccc2c1 (stereo not given)	4	1.0	0	0.9	8	21	0	0.5	0.3
CC(C)(C)C(=O)O/N=C1\CCS(=O)(=O)c2sccc21	4	0.5	4	0.5	5	14	-11	0.7	1.9
CNC(=S)Nc1ccc(C)c(NC(=S)NC)c1	5	-0.3	3	-0.3	9	-18	-20	-1.3	0.2
CC(C)(C)NC(=O)CCCSc1nc2ccccc2s1	2	2.7	3	2.9	20	-58	-6	-0.7	0.1
Cc1ccccc1C(=O)NC(=S)Nc1ccc(S(=O)(=O)N2CCN(C)CC2)cc1	3	-0.6	-4	1.0	-35	-17	2	4.7	1.4
O=C(CSC(=S)N1CCOCC1)Nc1nc(-c2ccccc2)c(-c2ccccc2)o1	1	2.5	0	0.1	26	29	-4	-0.3	-1.2
CCCCCCn1c(SCCN2CCOCC2)nc2c1c(=O)[nH]c(=O)n2C	7	0.2	7	-0.2	23	1	-10	0.1	-1.4
COc1cc(S(=O)(=O)NCc2cccnc2)ccc1F	4	0.1	-1	0.5	-14	19	-7	1.5	-0.7
COc1ccc(CC(=O)Nc2nc(-c3cc(OC)ccc3OC)cs2)cc1	2	-1.2	-2	0.0	34	27	2	-1.2	0.1
O=C(CC1S/C(=N\S(=O)(=O)c2ccc(F)cc2)N(c2ccccc2)C1=O)Nc1ccccc1 (stereo not given)	9	0.6	0	0.0	-27	-15	6	-0.4	0.8
Cc1nc(-c2ccc(NC(=O)c3ccccc3C)cc2)cs1	9	4.2	1	2.4	9	-40	1	-0.7	0.4
CCCCn1c(=N)n(CCOc2ccc(C)cc2)c2ccccc21	6	0.8	10	0.7	-1	-23	8	-0.2	-1.8
CCN1CCCC1CNC(=O)CSc1cc(=O)n(C)c2cc(Cl)ccc12 (stereo not given)	0	0.5	0	0.2	2	17	-11	-1.2	0.5
CC(=O)Oc1ccc(/C=N/NC(=O)C2CCCN2S(=O)(=O)c2ccc(Cl)cc2)cc1 (stereo not given)	2	2.9	5	-0.2	1	-40	15	4.7	-0.5
CCCc1c(C)c2ccccc2[nH]c1=O	3	-0.4	-2	-0.8	-10	19	-9	2.7	-1.0
O=C(c1coc(=O)c(Br)c1)N1CCC(C(O)(c2ccccc2)c2ccccc2)CC1	1	2.6	0	0.4	-21	-36	-4	1.4	1.3
Cc1ccccc1NC(=O)CSc1nc2ccccc2c2nc(CCn3cncc3C)nn12	6	0.0	1	0.1	16	-2	-17	-0.1	-1.2
Cc1ccccc1CO/N=C/c1[nH]ncc1Br	-6	-1.6	0	-0.2	29	19	2	0.6	3.5*
NC(=O)C1(N2CCCCC2)CCN(C(=S)NCCc2ccccc2)CC1	5	3.7	-4	2.2	4	-80	-4	-1.0	0.8
Cc1cc(NC(=O)Nc2ccccc2)n(-c2ccccc2)n1	1	-0.4	-6	0.3	-14	7	-14	-0.8	0.1
CC(C)CNC(CC(=O)O)c1ccccc1 (stereo not given)	7	0.2	6	-1.0	7	7	2	-0.1	0.2
CCOC(=O)C1=C(C)NC(=S)NC1C (stereo not given)	7	0.3	0	1.3	-7	-6	6	1.1	-0.1
O=C(NCCc1ccccc1)C1CCN(S(=O)(=O)N2CCCCCC2)CC1	9	4.9	6	2.2	39	-65	-6	4.2	-1.4

As a working copy, some entries already given.
SMILES	BaF3 tox	TRPN1 ag	Ba/F3 V617F tox	TRPML3 agonist	Calpain2 inh	EP2 modulator	S1P4 antagonist	S1P4 agonist	PERK inhibitor
N#CC1=C(N)Oc2ccccc2C12C(=O)Nc1n[nH]c(-c3ccccc3)c12 (stereo not given)	2	-1.4	-2	0.2	-29	1	2	0.8	0.3
COc1ccc2c(c1)O[C@H](c1ccc3c(c1)OCO3)[C@@H](OC(=O)Nc1cc(OC)c(OC)c(OC)c1)C2=O	5	-1.0	4	-0.8	-26	-18	2	-2.5	-1.1
Cc1ccc(C)c(S(=O)(=O)N2CCN(C(C(=O)Nc3ccc(F)cc3)c3ccccc3)CC2)c1 (stereo not given)	3	1.8	-2	0.7	-36	-1	-5	-0.6	0.4
O=C(COC(=O)CCSc1ccc(Cl)cc1)NCCc1ccccc1	8	-0.4	0	-0.5	2	23	-1	0.0	0.4
Cc1nnc(SCc2cc(=O)[nH]c(Nc3nc(C)c4cc(C)c(C)cc4n3)n2)s1	-1	0.6	2	1.0	-31	-5	5	-0.7	-0.1
CCSc1nc(=O)n(-c2ccccc2)c(C)c1C(C)=S	2	0.0	-5	0.3	-13	20	-17	-1.4	0.4
CCOC(=O)c1cc(C)sc1/N=C/C1=C(O)CCCC1=O	5	0.7	-2	0.3	3	10	-34	-1.3	-1.2

Arranged by length of the SMILES (low to high): three of the compounds above.
SMILES	BaF3 tox	TRPN1 ag	Ba/F3 V617F tox	TRPML3 agonist	Calpain2 inh	EP2 modulator	S1P4 antagonist	S1P4 agonist	PERK inhibitor
CCCCn1c(=N)n(CCOc2ccc(C)cc2)c2ccccc21	6	0.8	10	0.7	-1	-23	8	-0.2	-1.8
Cc1ccccc1NC(=O)CSc1nc2ccccc2c2nc(CCn3cncc3C)nn12	6	0.0	1	0.1	16	-2	-17	-0.1	-1.2
O=C(c1coc(=O)c(Br)c1)N1CCC(C(O)(c2ccccc2)c2ccccc2)CC1	1	2.6	0	0.4	-21	-36	-4	1.4	1.3
